Bioassay records deposited in PubChem BioAssay by Broad Institute.
F508del corr – CFTR F508del correction in bronchial cells. actives 0.36% (n = 350,000). CFBE cells, YFP halide quenching; stimulated with forskolin plus potentiator P3; % fluorescence drop versus neutral controls. AID 720511. activity (quench increase), % at 7.58 µM;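 active = mean added fluorescence quench of at least 8% versus neutral control, with both replicates also reaching 8%; inconclusive = only one of the mean or replicate conditions met; inactive = mean below 8% and not both replicates reaching 8%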;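 also: cells transiently co-express mutant CFTR-F508del with the halide-sensitive YFP; corrector assay measuring rescue of mutant channel to the surface after 24 h compound exposure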
INS-1E GSIS act – GLuc luminescence reporter in INS-1E cells, primary screen for activators of glucose-dependent secretion of insulin. actives 0.61% (n = 370,000). activation, % at 16.6 µM. INS-1E GLuc reporter insulin secretion, 2-3 h;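 active = lowest replicate activation of at least 40%, so every replicate reaches that level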;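 also: 0% = median of neutral control wells and 100% = median of IBMX positive control wells; some compounds called inactive have numbers as strong as hits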
Xi reactivation – reactivates the inactive X chromosome in mouse fibroblasts; XiGFP mouse fibroblasts, % GFP-positive cells imaging, 3 d; cells co-treated with 5-aza-dC sensitizer; scaled so ellipticine positive control = 100%; activation, % at 7.58 µM; actives 0.055% (n = 360,000); AID 743238;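 active = mean normalized replicate activation at least 10% and every replicate at or above 10%; inconclusive = only one of the two criteria met; inactive = mean below 10% and not all replicates reach 10%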;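 also: 0% = median of on-plate neutral control wells and 100% = ellipticine 6 µM median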
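System: 68-5-11 XiGFP fibroblast line; Timing: 3 days compound exposure; Compound dosing: one concentration, pinned; Benchmarks: positive control ellipticine, 6 µM final; Buffer or medium: DMEM containing 5-aza-dC.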
RAD54 branch – inhibitors of human RAD54 branch migration; RAD54 Holliday junction branch migration, FAM/BHQ fluorescence; inhibition, % at 10.4 µM; actives 0.14% (n = 360,000);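 active = mean normalized replicate activity at least 40 and at least half of replicates scoring 40 or more; inconclusive = only one of the two criteria met; inactive = mean below 40 and under half of replicates reaching 40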;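 also: 0% = median of neutral control wells and 100% = median of positive control wells; inhibitors cause a drop in the FAM fluorescence signal; in these data hits start at about 50%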
esBAF inh – blocks esBAF chromatin remodeling in mouse ES cells. actives 2% (n = 350,000). reporter increase, % at 12.5 µM. Bmi1-luciferase knock-in reporter, 24 h; 100% = twice the neutral-well signal. AID 602393; in the data active = activation above about 40%; inconclusive = no clear call, values can overlap the other calls;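 also: 0% = median of the plate's neutral control wells and 100% = double that signal; a rise in the Bmi1 reporter signal indicates esBAF inhibition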
RAD52 inh – inhibitors of human RAD52 DNA annealing. P43351. recombinant RAD52 DNA annealing, FRET fluorescence. inhibition, % at 18.7 µM. actives 0.46% (n = 360,000). AID 651710;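 active = every replicate showing at least 50% inhibition; inconclusive = mean inhibition at least 50% but not in every replicate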
ARNT TACC3 PPI – disrupts binding between human ARNT and TACC3; Q9Y6A5; AlphaScreen His-ARNT PAS-B/GST-TACC3 binding, luminescence; TACC3 fragment carries E629A point mutation; inhibition, % at 9.99 µM; actives 0.66% (n = 390,000);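 active = mean inhibition of replicates at least 50% and at least half of replicates each reaching 50%; inconclusive = half or more replicates reach 50% but mean below 50%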;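 also: 0% = complete ARNT plus TACC3 wells and 100% = ARNT alone without TACC3; many hits fall short of the cut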
ERAP1 HTS inh – ERAP1 (human) enzyme inhibition; Q9NZ08; recombinant ERAP1, Leu-AMC fluorescence, 60 min; inhibition, % at 10.7 µM; actives 0.15% (n = 340,000);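 active = mean replicate inhibition of at least 30%, or all replicates individually reaching that 30% level; inactive = mean below 30% and not every replicate reaching it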;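 also: 0% = neutral control wells and 100% = L-leucinethiol positive control wells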
Target sequence (Q9NZ08 whole entry, looked up): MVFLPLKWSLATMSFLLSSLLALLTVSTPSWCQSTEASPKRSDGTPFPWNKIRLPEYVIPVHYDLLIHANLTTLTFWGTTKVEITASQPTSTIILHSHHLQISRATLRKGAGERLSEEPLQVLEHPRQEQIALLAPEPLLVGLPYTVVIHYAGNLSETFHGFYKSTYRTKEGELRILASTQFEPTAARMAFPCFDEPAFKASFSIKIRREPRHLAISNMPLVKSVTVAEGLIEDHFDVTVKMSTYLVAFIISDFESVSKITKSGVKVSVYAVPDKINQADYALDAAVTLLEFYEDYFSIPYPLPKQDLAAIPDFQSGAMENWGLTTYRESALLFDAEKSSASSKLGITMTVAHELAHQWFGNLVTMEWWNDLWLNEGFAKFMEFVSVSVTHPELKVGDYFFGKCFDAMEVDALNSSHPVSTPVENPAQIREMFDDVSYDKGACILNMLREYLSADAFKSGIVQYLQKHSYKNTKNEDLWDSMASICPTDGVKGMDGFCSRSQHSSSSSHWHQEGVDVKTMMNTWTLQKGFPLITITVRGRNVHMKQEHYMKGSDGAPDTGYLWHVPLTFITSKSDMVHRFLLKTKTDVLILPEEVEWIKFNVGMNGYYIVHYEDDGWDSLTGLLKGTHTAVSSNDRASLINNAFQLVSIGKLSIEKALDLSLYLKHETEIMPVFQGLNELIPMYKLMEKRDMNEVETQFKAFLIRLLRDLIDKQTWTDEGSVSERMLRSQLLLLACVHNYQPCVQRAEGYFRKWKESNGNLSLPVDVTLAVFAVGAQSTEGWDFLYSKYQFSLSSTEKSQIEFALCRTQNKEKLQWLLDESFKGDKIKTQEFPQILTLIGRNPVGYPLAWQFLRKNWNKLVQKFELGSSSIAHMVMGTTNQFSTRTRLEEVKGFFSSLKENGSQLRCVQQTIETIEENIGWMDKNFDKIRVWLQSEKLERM
* hit, by the source's call; ? = inconclusive; . = not tested or not shown; & = joins results of further samples.

The line under a structure holds: F508del corr, INS-1E GSIS act, Xi reactivation, RAD54 branch, esBAF inh, RAD52 inh, ARNT TACC3 PPI, ERAP1 HTS inh
- CC(C)NC(=O)N1[C@@H](CO)[C@H](c2ccccc2)[C@@H]1CN(C)C(=O)c1ccncc1
  5.2, 3, 0.1, 4, 5, ., -2, .
- COc1cccc(NC(=O)CN(C)C(=O)c2csc3c2CCCC3)c1
  -0.7, -5, 0.3, 4, -6, -21, -2, -2
- CCc1ccc(C(=O)COC(=O)c2n[nH]c3ccccc23)cc1
  -3.8, -15, 0.4, 0, 22, -12, 3, 1
- C[C@@H]1CN([C@H](C)CO)C(=O)c2cc(NC(=O)CCCN(C)C)ccc2O[C@H]1CN(C)Cc1ccc(-c2ccccc2)cc1
  -0.4, -3, 0.0, 19, 3, 21, 11, -1
- C[C@H](CO)N1C[C@H](C)[C@@H](CN(C)Cc2ccc(C(F)(F)F)cc2)OCCCC[C@H](C)Oc2ccc(NC(=O)Nc3ccccc3)cc2C1=O
  -2.8, -22, 0.4, -19, 1, ., -3, .
- O=C(CSc1nnc(-c2ccc(O)cc2)o1)Nc1ccccc1Br
  1.0, 4, 0.3, 3, 36, -9, 7, 1
- COc1cccc2c1OCC(CN1CCN(Cc3ccccc3)C(CCO)C1)=C2 (stereo not given)
  2.2, -19, 0.0, -2, -11, -27, 2, -1
- COCC(=O)N1CCC(Oc2ccc(C(=O)N(C)C3CCCCC3)cc2)CC1
  -4.0, 15, 0.2, -15, 4, -3, -6, -1
- Cc1ccc(C(=O)Nc2cc([N+](=O)[O-])ccc2C)cc1
  0.5, 14, 0.2, ., 9, -4, 4, 9
- CCc1ccc(N2CC(C(=O)Nc3cccc(S(=O)(=O)N4CCCC4)c3)CC2=O)cc1 (stereo not given)
  -1.8, -39, 0.0, ., 0, -5, 1, -1
- CN1NC(=O)CC1c1ccccc1 (stereo not given)
  -1.9, 8, 0.4, 0, -4, -3, -7, -1
- N#Cc1ccccc1NC(=O)c1ccc2c(Cl)c3c(nc2c1)CCCC3
  ., 21, ., -1, 80*, ., -27, .
- COc1ccc(CCNc2nc(C)nc3c2nnn3Cc2ccccc2)cc1
  0.0, -2, -0.1, 3, -5, -4, -4, -4
- O=C(N/N=C/c1ccccc1)c1n[nH]c2c1CCCC2
  1.6, 3, 0.0, 4, -2, -7, -1, -1
- CC(=NNC(=O)CSc1nc2ccccc2o1)c1ccco1
  0.6, -6, 0.4, 5, ?, -10, -2, 0
- CC(C)(C)OC(=O)N1CCC(c2c(C(=O)NCC3CCN(C4CCCC4)C3)cnn2-c2ccc(F)cc2)CC1 (stereo not given)
  0.7, -8, 0.1, 2, -3, 14, 5, 0
- Cc1cccc(CS(=O)(=O)Cc2ccc(C(=O)NCCCN3CCCC3)o2)c1
  ., -10, ., 0, 8, ., -7, .
- C[C@@H]1COC(=O)[C@H](Cc2ccc(F)cc2)CC/C=C\C[C@@H](CC(=O)NCCO)C(=O)N1
  -0.2, 1, 0.0, -2, 6, 22, -7, -1
- O=C(O)C1CCCCC1C(=O)NC1C2CC3CC(C2)CC1C3 (stereo not given)
  -4.7, -8, 0.1, -6, 8, -6, 2, 0
- CC(C)Cc1nnc(NC(=O)C2=COCCO2)s1
  -0.7, -6, 0.0, 1, 25, 1, ., 1
- CCN(CC(=O)NCc1cccs1)CC(=O)Nc1ccccc1C
  2.7, 11, -0.1, -7, -1, -15, 0, -2
- C[C@@H]1C(=O)O[C@@H]2[C@H](O)C34[C@H]5C[C@@H](C(C)(C)C)C36[C@H](OC(=O)[C@@H]6O)OC4(C(=O)O5)[C@@]12O (stereo not given in full)
  -0.8, 2, -0.2, -2, -9, -7, -3, 2
- CC(C)(C)c1ccc(/C=C/C(=O)NC2CCS(=O)(=O)C2)cc1 (stereo not given)
  0.7, -11, -0.8, -3, -7, -11, 0, 0
- CC(C)c1ccccc1NC(=O)COC(=O)c1c2c(nc3ccccc13)CCN(Cc1ccccc1)C2
  -4.4, 7, 0.1, ., ., -219, 1, 0
- O=C(Nc1ccccc1-c1nc2ccccc2s1)C1=COCCO1
  ., 6, 0.1, ., ., -9, -4, 0
- CCc1ccc(NC(=O)Cc2c(C(=O)O)n(C)c3ccccc23)cc1
  -0.7, 0, 0.0, -13, 0, -18, ., 2
- O=C(Nc1ncccc1O)c1ccc(S(=O)(=O)Nc2ccccc2)cc1
  -0.3, -7, -0.7, 5, -30, -1, 5, -1
- COc1ccc2c3c([nH]c2c1)[C@@H](CO)N(Cc1nccs1)CC31CCN(Cc2cncnc2)CC1
  0.2, -10, 0.0, ., ., 50*, ., -1
- N/C(=N\OC(=O)CCCOc1ccccc1)c1cccc(Br)c1
  -0.6, -7, 0.6, ., ., -6, -3, -6
- CC1(C)C(=O)CC[C@]2(C)C3C(=O)C=C4[C@H]5C[C@@](C)(C(=O)O)CC[C@]5(C)CC[C@]4(C)[C@]3(C)CC[C@@H]12 (stereo not given in full)
  0.2, 12, 0.0, -8, -7, -7, -1, 0

Complete entries as entered above. Order of values: F508del corr | INS-1E GSIS act | Xi reactivation | RAD54 branch | esBAF inh | RAD52 inh | ARNT TACC3 PPI | ERAP1 HTS inh
Entry for `CC(C)c1ccccc1NC(=O)COC(=O)c1c2c(nc3ccccc13)CCN(Cc1ccccc1)C2` → -4.4 | 7 | 0.1 | . | . | -219 | 1 | 0
Entry for `C[C@@H]1C(=O)O[C@@H]2[C@H](O)C34[C@H]5C[C@@H](C(C)(C)C)C36[C@H](OC(=O)[C@@H]6O)OC4(C(=O)O5)[C@@]12O` (stereo not given in full) → -0.8 | 2 | -0.2 | -2 | -9 | -7 | -3 | 2

The list continues:
molecule	F508del corr	INS-1E GSIS act	Xi reactivation	RAD54 branch	esBAF inh	RAD52 inh	ARNT TACC3 PPI	ERAP1 HTS inh
CC(=NNC(=S)N1CCC1)c1ccccn1	-12	5	7.6	.	.	-12	.	3
COc1ccc(NC(=O)CN(C)C(=O)c2cc(-c3ccc(OC)cc3)nc3ccccc23)cc1	-1.3	1	0.3	12	8	-10	0	-1
CCCC(=O)Nc1ccc2c(c1)C(=O)N(C)[C@@H]1CC[C@H](CC(=O)NCCc3ccccc3)O[C@@H]1CO2	-3.9	-6	0.2	2	-1	-7	.	.
C[C@@H]1CN([C@@H](C)CO)C(=O)c2cc(NC(=O)Cn3cnnn3)ccc2O[C@@H]1CN(C)C(=O)Nc1ccc(F)cc1	-3.6	1	0.1	17	-4	1	-5	0
CCN(CC)CCCNc1nc2ccccc2c2nc(-c3ccncc3)nn12	15*	-3	0.1	109*	-4	-80	6	-4
COCc1cc(C)n(CC(=O)Nc2ccc3c(c2)OCO3)c(=O)c1C#N	-1.1	-6	0.0	-4	0	-6	-27	-1
O=C(NC(=S)NCCc1ccccc1)c1ccccc1	2.1	.	.	10	67*	-9	-10	0
Cc1ccc(S(=O)(=O)N[C@H]2CC[C@H](CCNC(=O)C3CCCC3)O[C@H]2CO)cc1	1.9	9	0.0	-8	4	-4	-10	-1
Cc1ccc2[nH]c(=O)c(CN(Cc3cccnc3)Cc3nnnn3CC3CCCO3)cc2c1 (stereo not given)	-3.8	40	0.1	1	.	-12	6	1
C[C@H]1CN([C@@H](C)CO)C(=O)Cc2cc(NC(=O)CCCCCC(=O)Nc3ccccc3N)ccc2O[C@@H]1CN(C)S(=O)(=O)c1ccccc1	-0.6	-8	-0.1	5	3	-14	17	-2
COc1ccc([C@H]2CC(=O)C=C(c3ccc(Cl)c(Cl)c3)C2)cc1	-1.3	-14	-0.3	-2	10	-16	-2	3
O=C(Nc1ccc(C(F)(F)F)cc1)Nc1ccc2c(c1)[C@@H]1C[C@H](CC(=O)N3CCc4ccccc4C3)O[C@@H](CO)[C@@H]1O2	0.6	9	0.0	-4	3	6	-7	2
Cc1nc2c(C)cccc2c2c1CCS2	.	-1	1.7	.	6	-4	2	3
Cc1ccc(-c2cnc3c(c2)C(=O)N([C@H](C)CO)C[C@H](C)[C@@H](CN(C)C(=O)Cc2cccnc2)O3)cc1	1.6	-4	-1.2	4	2	23	0	-3
Cc1ccc(-c2cc(-c3ccccc3)nc(N(C)N)n2)cc1	2.2	3	0.0	1	4	-19	-4	0
Cc1cnc(C(=O)Oc2c(C)ccc(C)c2C)cn1	1.4	-7	0.1	.	.	0	-5	0
C[C@@H]1CN([C@H](C)CO)C(=O)CCCn2cc(nn2)CO[C@H]1CN(C)C(=O)OCc1ccccc1	3.4&-0.9	2	0.3&0.9	0&0	-7&1	-22&-2	-21	1&5
N#Cc1c2c(c(-n3cnc4ccccc43)n3c1nc1ccccc13)CCC2	.	5	.	1	-2	.	-3	.
Cc1ccc(SCC(=O)NC(=O)NCCC(C)C)c(C)c1	0.2	-10	0.1	-7	.	-8	2	.
C[C@H]1CN([C@@H](C)CO)C(=O)c2cccc(N(C)C)c2O[C@@H]1CN(C)Cc1ccc(-c2ccccc2)cc1	2.7	-2	0.0	5	1	-2	5	3
C[C@H]1CN([C@@H](C)CO)C(=O)c2cccc(NC(=O)Nc3ccc4c(c3)OCO4)c2O[C@@H]1CN(C)S(=O)(=O)c1ccc(F)cc1	-1.5	15	0.0	-4	19	-13	5	-9
C[C@H](NC(=O)C[C@H]1CC[C@@H]2[C@H](COC[C@@H](O)CN2C(=O)Nc2cccc(F)c2)O1)c1ccccc1	-1.0	-4	-0.2	-1	23	16	-1	2
Cc1noc(C)c1NC(=O)Nc1cccc2c1O[C@@H](CN(C)CC1CCCCC1)[C@@H](C)CN([C@H](C)CO)C2=O	-0.7	-3	-0.1	-7	-1	18	-5	6
Cc1ccc(Nc2nc(Cl)c(C=O)s2)cc1	-2.3	12	0.1	.	8	-17	-1	.

Entries from the list above that have an aryl thioether with sulfur outside any ring:
molecule	F508del corr	INS-1E GSIS act	Xi reactivation	RAD54 branch	esBAF inh	RAD52 inh	ARNT TACC3 PPI	ERAP1 HTS inh
O=C(CSc1nnc(-c2ccc(O)cc2)o1)Nc1ccccc1Br	1.0	4	0.3	3	36	-9	7	1
CC(=NNC(=O)CSc1nc2ccccc2o1)c1ccco1	0.6	-6	0.4	5	?	-10	-2	0
Cc1ccc(SCC(=O)NC(=O)NCCC(C)C)c(C)c1	0.2	-10	0.1	-7	.	-8	2	.

Quoted from the listing:
ERAP1 HTS inh, `CC(C)(C)OC(=O)N1CCC(c2c(C(=O)NCC3CCN(C4CCCC4)C3)cnn2-c2ccc(F)cc2)CC1` (stereo not given) is entered as 0
esBAF inh, `Cc1ccc(Nc2nc(Cl)c(C=O)s2)cc1` is entered as 8
esBAF inh, `COc1ccc(NC(=O)CN(C)C(=O)c2cc(-c3ccc(OC)cc3)nc3ccccc23)cc1` is entered as 8
RAD54 branch, `CC1(C)C(=O)CC[C@]2(C)C3C(=O)C=C4[C@H]5C[C@@](C)(C(=O)O)CC[C@]5(C)CC[C@]4(C)[C@]3(C)CC[C@@H]12` (stereo not given in full) is entered as -8
